GSIS activator = primary screen for activators of insulin secretion dependent on glucose, INS-1E cells, GLuc reporter luminescence; INS-1E GLuc reporter insulin secretion, 2-3 h; activation, % at 16.6 µM; hit rate 0.61% among 370,000; AID 743287;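 active = lowest replicate activation of at least 40%, so every replicate reaches that level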;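 also: 0% = median of neutral control wells and 100% = median of IBMX positive control wells; some compounds called inactive have numbers as strong as hits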
ERAP1 HTS inh = ERAP1 (human) enzyme inhibition | recombinant ERAP1, Leu-AMC fluorescence, 60 min | hit rate 0.15% among 340,000 | inhibition, % at 10.7 µM | Q9NZ08;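 active = mean replicate inhibition of at least 30%, or all replicates individually reaching that 30% level; inactive = mean below 30% and not every replicate reaching it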;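 also: 0% = neutral control wells and 100% = L-leucinethiol positive control wells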
Target sequence (Q9NZ08 whole entry, looked up): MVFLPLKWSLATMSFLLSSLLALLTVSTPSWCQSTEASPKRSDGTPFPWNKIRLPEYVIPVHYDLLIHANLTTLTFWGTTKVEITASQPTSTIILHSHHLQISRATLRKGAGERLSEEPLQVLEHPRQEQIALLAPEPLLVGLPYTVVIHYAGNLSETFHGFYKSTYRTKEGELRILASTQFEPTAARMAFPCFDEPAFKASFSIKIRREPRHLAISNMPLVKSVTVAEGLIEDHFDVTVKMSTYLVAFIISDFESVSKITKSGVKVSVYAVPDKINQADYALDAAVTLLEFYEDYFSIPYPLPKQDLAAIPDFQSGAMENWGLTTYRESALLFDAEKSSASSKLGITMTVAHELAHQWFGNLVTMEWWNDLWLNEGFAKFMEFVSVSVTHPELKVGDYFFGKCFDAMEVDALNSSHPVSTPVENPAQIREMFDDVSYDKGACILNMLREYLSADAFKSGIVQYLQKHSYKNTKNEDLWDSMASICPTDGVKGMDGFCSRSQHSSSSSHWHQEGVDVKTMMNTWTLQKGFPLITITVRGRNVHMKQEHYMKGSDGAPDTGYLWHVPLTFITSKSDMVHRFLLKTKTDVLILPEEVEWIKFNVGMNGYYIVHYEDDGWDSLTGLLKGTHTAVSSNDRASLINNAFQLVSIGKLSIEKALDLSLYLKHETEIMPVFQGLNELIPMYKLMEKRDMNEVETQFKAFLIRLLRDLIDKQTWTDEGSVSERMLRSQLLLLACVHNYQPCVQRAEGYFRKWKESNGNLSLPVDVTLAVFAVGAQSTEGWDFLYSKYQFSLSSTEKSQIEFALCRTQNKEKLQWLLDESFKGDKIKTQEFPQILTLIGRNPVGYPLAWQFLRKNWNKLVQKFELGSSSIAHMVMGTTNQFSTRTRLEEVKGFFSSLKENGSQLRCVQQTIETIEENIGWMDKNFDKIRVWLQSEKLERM
RAD52 anneal inh = blocks human RAD52 DNA annealing; hit rate 0.46% among 360,000; AID 651710; recombinant RAD52 DNA annealing, FRET fluorescence; inhibition, % at 18.7 µM; P43351;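 active = every replicate showing at least 50% inhibition; inconclusive = mean inhibition at least 50% but not in every replicate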
F508del corr = correctors of CFTR F508del function in bronchial epithelial cells; CFBE cells, YFP halide quenching; stimulated with forskolin plus potentiator P3; % fluorescence drop versus neutral controls; activity (quench increase), % at 7.58 µM; hit rate 0.36% among 350,000;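 active = mean added fluorescence quench of at least 8% versus neutral control, with both replicates also reaching 8%; inconclusive = only one of the mean or replicate conditions met; inactive = mean below 8% and not both replicates reaching 8%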;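 also: cells transiently co-express mutant CFTR-F508del with the halide-sensitive YFP; corrector assay measuring rescue of mutant channel to the surface after 24 h compound exposure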
Xi reactivation = reactivates the inactive X chromosome in mouse fibroblasts. XiGFP mouse fibroblasts, % GFP-positive cells imaging, 3 d; cells co-treated with 5-aza-dC sensitizer; scaled so ellipticine positive control = 100%. activation, % at 7.58 µM. hit rate 0.055% among 360,000. AID 743238;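 active = mean normalized replicate activation at least 10% and every replicate at or above 10%; inconclusive = only one of the two criteria met; inactive = mean below 10% and not all replicates reach 10%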;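 also: 0% = median of on-plate neutral control wells and 100% = ellipticine 6 µM median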
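System: 68-5-11 XiGFP fibroblast line | Buffer or medium: DMEM containing 5-aza-dC | Compound: Single point | Times: Compounds 3 days, fix/stain 15 min at room temperature | Benchmarks: Positive control ellipticine, 6 µM final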
esBAF inh = inhibitors of esBAF chromatin remodeling in mouse ES cells; AID 602393; hit rate 2% among 350,000; Bmi1-luciferase knock-in reporter, 24 h; 100% = twice the neutral-well signal; reporter increase, % at 12.5 µM; in the data active = activation above about 40%; inconclusive = no clear call, values can overlap the other calls;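 also: 0% = median of the plate's neutral control wells and 100% = double that signal; a rise in the Bmi1 reporter signal indicates esBAF inhibition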
RAD54 branch = RAD54 (human) branch migration inhibition; inhibition, % at 10.4 µM; RAD54 Holliday junction branch migration, FAM/BHQ fluorescence; AID 602329; Q92698; hit rate 0.14% among 360,000;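 active = mean normalized replicate activity at least 40 and at least half of replicates scoring 40 or more; inconclusive = only one of the two criteria met; inactive = mean below 40 and under half of replicates reaching 40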;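 also: 0% = median of neutral control wells and 100% = median of positive control wells; inhibitors cause a drop in the FAM fluorescence signal; in these data hits start at about 50%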
ARNT-TACC3 inh = disruptors of human ARNT/TACC3 interaction; Q9Y6A5; AID 623870; hit rate 0.66% among 390,000; inhibition, % at 9.99 µM; AlphaScreen His-ARNT PAS-B/GST-TACC3 binding, luminescence; TACC3 fragment carries E629A point mutation;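 active = mean inhibition of replicates at least 50% and at least half of replicates each reaching 50%; inconclusive = half or more replicates reach 50% but mean below 50%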;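 also: 0% = complete ARNT plus TACC3 wells and 100% = ARNT alone without TACC3; many hits fall short of the cut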
* hit, by the source's call; u = inconclusive; x = no result given.

canonical_smiles	GSIS activator	ERAP1 HTS inh	RAD52 anneal inh	F508del corr	Xi reactivation	esBAF inh	RAD54 branch	ARNT-TACC3 inh
COCCN(C(=O)Cc1csc(-c2cccc(Cl)c2)n1)c1c(N)n(Cc2ccccc2)c(=O)[nH]c1=O	-6	2	-21	2.2	-0.1	5	-13	-4
N/C(=N\NS(=O)(=O)c1ccccc1)c1ccccn1	-7	-1	-21	-0.7	0.1	-3	0	67*
O=c1[nH]c2ccccc2[n+]([O-])c1-c1ccccc1	5	2	-4	0.0	0.1	x	3	-4
CCOC(=O)CC1COCCN1Cc1cn(C)nc1-c1ccccc1F (centres undefined)	5	2	-9	-2.3	0.1	x	x	12
COC(=O)/C(=C\C(=O)c1ccccc1)Nc1ccc(OC)cc1	16	13	-24	-0.3	0.0	x	x	0
O=C(N[C@@H]1CC[C@@H](CC(=O)N2CCCCC2)O[C@H]1CO)c1ccccn1	1	-1	6	-2.4	0.3	-5	6	1
CCN(CC)S(=O)(=O)c1ccc(N2CCCCC2)c(NC(=O)C2=COCCO2)c1	-26	0	-14	1.1	-0.1	-4	-3	7
Cc1nc2ccccc2n1C1CCN(C(=O)Nc2ccccc2)CC1	17	x	-4	-1.9	0.0	-1	0	17
COc1cccc(OC)c1OC(=O)/C=C/c1ccc(C)o1	-20	3	-33	0.8	0.1	4	-6	-1
N#Cc1ccccc1OCC(=O)N1CCN(C(=O)c2ccco2)CC1	9	-6	-11	-2.8	0.1	5	-9	-2
COc1ccc(CC(=O)Nc2ccccc2C(=O)N2CCCC2)cc1	15	-7	-3	1.2	0.3	x	-6	-4
COC(=O)c1c(NC(=O)COC(=O)c2ccc(NC(=O)CC#N)cc2)sc2c1CCCCC2	x	3	-27	-2.9	0.1	x	x	-18
C[C@H](CO)N1C[C@H](C)[C@@H](CN(C)C(=O)Nc2ccc(F)cc2)OCCCC[C@H](C)Oc2ccc(NC(=O)C3CCCCC3)cc2C1=O	-1	1	-19	-0.3	0.0	5	-4	0
CCOc1ccc(CCNC(=O)C2CC(=O)N(Cc3ccc(OC)cc3)C2)cc1OCC (centres undefined)	-3	-1	-7	0.6	0.0	4	12	0
O=C(c1ccccc1)N1C[C@H]2[C@@H](c3ccccc31)[C@@H](CO)N2Cc1cc(F)ccc1F	17	1	-8	0.8	0.2	-1	-10	-10

(more compounds)
canonical_smiles	GSIS activator	ERAP1 HTS inh	RAD52 anneal inh	F508del corr	Xi reactivation	esBAF inh	RAD54 branch	ARNT-TACC3 inh
CCOc1ccc2nc(SCC(=O)N(CC(C)C)c3c(N)n(CC(C)C)c(=O)[nH]c3=O)[nH]c2c1	-5	1	-30	-6.3	0.0	-9	4	x
COc1ccc(Cc2nnc(SCC(=O)Nc3ccc(N4CCOCC4)cc3)n2C)cc1	13	-1	-11	-1.1	0.0	-1	3	2
COc1ccc(OCC(=O)NC2CCCCCCC2)cc1	-6	-3	1	1.5	-0.1	23	3	-4
Cc1ccc(/C(N)=N/OC(=O)Cc2ccccc2)cc1	x	-6	7	x	-0.2	x	x	-10
O=S(=O)(N[C@@H]1CC[C@H](CCn2cc(-c3ccccc3F)nn2)O[C@@H]1CO)c1ccc(F)cc1	-16	0	11	1.3	-0.4	x	x	x
O=C1Nc2ccccc2S/C1=C/NCc1ccccc1Cl	-6	0	-5	x	0.0	x	x	x
O=C(CCC(=O)N1CCN(c2ccc(F)cc2)CC1)c1ccc(Cl)cc1	-13	-5	-27	-0.5	0.1	-1	x	-2
O=C1[C@@H]2[C@@H](CN3CN(c4ccccc4)N=C(c4ccccc4)[C@@]23c2ccccc2)C(=O)N1c1ccccc1	35	0	-15	-0.8	0.0	x	x	-7
C[C@@H]1CN([C@H](C)CO)C(=O)c2cc(-c3cncnc3)cnc2O[C@H]1CN(C)C(=O)Cc1ccccc1	7	-4	-1	0.9	-0.2	-6	4	-13
Cc1ccc2nc(SCc3nnc(-c4ccccc4)o3)[nH]c2c1	7	x	x	x	x	12	-7	2
C[C@H]1CN([C@@H](C)CO)C(=O)Cc2cc(NS(=O)(=O)c3cccs3)ccc2O[C@@H]1CN(C)CC1CC1	13	1	4	-0.5	0.0	0	8	5
CO[C@H]1CN(C)C(=O)c2ccc(NC(=O)C3CC3)cc2OC[C@@H](C)N(Cc2ccc(F)cc2)C[C@H]1C	-6	2	26	-0.3	-0.3	-11	-3	-8
CCN(CC)c1ccc(C(=O)NNC(=O)CN2C(=O)NC(C)(c3ccccc3)C2=O)cc1 (centres undefined)	-11	4	-14	-0.7	0.3	15	-7	0
CC(C)CC(NC(N)=O)C(=O)OCC(=O)Nc1ccc(OC(F)F)cc1 (centres undefined)	-17	4	0	-0.2	0.0	x	x	1
C[C@H](CO)N1C[C@H](C)[C@H](CN(C)Cc2ccc3c(c2)OCO3)Oc2ccc(NC(=O)CCCCCC(=O)Nc3ccccc3N)cc2C1=O	-2	0	-24	3.1	0.0	x	x	x

(list continues)
canonical_smiles	GSIS activator	ERAP1 HTS inh	RAD52 anneal inh	F508del corr	Xi reactivation	esBAF inh	RAD54 branch	ARNT-TACC3 inh
COc1ccc(-c2cc(=O)oc3cc(OC(C)C(=O)NCc4ccccn4)ccc23)cc1 (centres undefined)	x	2	3	-1.2	x	19	-3	34
Cc1ccc(S(=O)(=O)/N=C/c2ccc(N(C)C)cc2)cc1	7	x	x	x	0.2	-6	5	8
Cc1cnc2cc([N+](=O)[O-])ccc2n1	4	1	-11	x	0.0	-6	-6	0
C[C@H](CO)N1C[C@H](C)[C@@H](CN(C)Cc2ccc(Oc3ccccc3)cc2)Oc2ccc(NC(=O)C3CCCCC3)cc2C1=O	-21	x	x	0.2	0.1	-6	x	x
COc1ccc(C2CC(c3ccccc3)=NN2C(=O)COC(=O)COc2ccccc2)cc1 (centres undefined)	-4	3	-15	-0.7	0.2	x	x	3
C[C@@H]1CN([C@@H](C)CO)C(=O)Cc2cc(NC(=O)Cc3ccccc3)ccc2O[C@@H]1CN(C)Cc1ccc(C(=O)O)cc1	18	-3	-11	0.1	0.5	2	1	-6
COc1cccc(S(=O)(=O)N2CC[C@H]3[C@H](CO)Nc4ccc(-c5ccc(C#N)cc5)cc4[C@H]32)c1	-17	x	x	3.0	0.2	4	3	-29
COc1ccc(C(=O)/C=C/c2cn(CC(O)CN3CCN(C)CC3)c3ccccc23)cc1OC (centres undefined)	21	x	-80	7.5	1.1	x	x	16
CCCCc1c(O)nc(SCC(=O)Nc2ccc(OC)cc2)n(-c2ccc(C)c(C)c2)c1=O	-13	13	-33	-1.4	-0.1	-4	-11	x
O=C(Cc1ccc(S(=O)(=O)N2CCCCC2)s1)Nc1ccc(F)cc1F	-19	x	x	x	0.0	5	0	-1
Cc1cccc(OCc2nnc(SCC(=O)Nc3ncc(C)s3)o2)c1	6	-1	-10	-3.3	0.3	x	x	22
C/C=C/c1ccc2c(c1)O[C@H](CN(C)S(=O)(=O)c1ccccc1OC)[C@H](C)CN([C@@H](C)CO)S2(=O)=O	-1	2	-9	-0.7	-1.2	4	-1	3
Cc1ccc(C)c(NC(=O)C2CCCN(S(=O)(=O)c3c(C)nn(C)c3C)C2)c1 (centres undefined)	11	-2	-11	1.1	0.2	-2	-1	-2
CCCCn1c(N)c(N(CC(C)C)C(=O)C2CCN(C(=O)c3ccc(F)cc3)CC2)c(=O)[nH]c1=O	14	7	-7	-0.8	0.1	x	2	x
Cc1c(C(=O)N(C)CCC#N)oc2ccc(S(=O)(=O)N3CCOCC3)cc12	7	-3	5	1.5	0.0	-1	-18	0

Following part:
canonical_smiles	GSIS activator	ERAP1 HTS inh	RAD52 anneal inh	F508del corr	Xi reactivation	esBAF inh	RAD54 branch	ARNT-TACC3 inh
O=C(C[C@@H]1CC[C@@H](NC(=O)C2CC2)[C@@H](CO)O1)Nc1ccccc1	2	0	9	1.8	0.6	-12	3	x
CCCCCC(=O)NNC(=S)NC(=O)c1cccc([N+](=O)[O-])c1	11	x	x	x	0.0	x	-13	26
Cc1ccc(S(=O)(=O)N2CCN(CC(=O)N/N=C/C=C/c3ccccc3)CC2)cc1	-11	x	x	x	0.2	x	6	-4
Cc1ccc(C(=O)C2=C(O)C(=O)N(Cc3ccccc3)C2c2cccnc2)o1 (centres undefined)	-2	2	-16	-3.9	x	0	11	-1
C[C@H](CO)N1C[C@H](C)[C@H](CN(C)C(=O)c2cccnc2)Oc2ncc(-c3ccc(F)cc3)cc2C1=O	8	0	3	-2.4	-0.2	0	4	1
O=C(C[C@@H]1CC[C@H]2[C@@H](COC[C@H](O)CN2C(=O)Nc2cc(Cl)cc(Cl)c2)O1)N1CCOCC1	-15	-2	8	-2.1	0.1	-1	9	0
CC(C)c1cccc(-c2ccc3c(c2)S(=O)(=O)c2cccc(C(=O)NCc4ccco4)c2C3=O)c1	-21	1	-25	-1.8	0.1	-10	-15	4
O=C(CCN1C(=O)C2CCCCC2C1=O)N1CCN(S(=O)(=O)c2ccccc2)CC1 (centres undefined)	8	3	4	4.6	0.0	0	11	-4
C[C@@H]1CCCCO[C@H](CN(C)C(=O)Nc2ccccc2)[C@H](C)CN([C@H](C)CO)C(=O)c2cc(NC(=O)CCC(F)(F)F)ccc2O1	0	0	11	0.3	0.1	-6	-4	-11
CO[C@@H]1CN(C)C(=O)c2ccc(NC(=O)C3CC3)cc2OC[C@@H](C)N(CC2CCOCC2)C[C@@H]1C	21	x	x	1.9	-0.6	0	x	x
O=C(C1COc2ccccc2O1)N1CCN(Cc2ccccc2)CC1 (centres undefined)	-13	3	-3	0.9	0.0	0	-6	-19
CCc1ccc(NC2CC(=O)N(CCc3ccc(OC)c(OC)c3)C2=O)cc1 (centres undefined)	-15	-4	-13	2.2	0.1	-2	2	3
Cc1ccc(-c2ccc3c(c2)O[C@H](CN(C)C(=O)CN(C)C)[C@@H](C)CN([C@@H](C)CO)S3(=O)=O)cc1	15	2	10	1.6	-0.4	0	3	6
NS(=O)(=O)c1ccc(CCNC(=O)COC(=O)CCN2C(=O)C3CC=CCC3C2=O)cc1 (centres undefined)	-4	-1	-16	1.7	0.0	-8	6	20
O=C(Nc1nc(-c2ccc(Cl)s2)cs1)c1ccncc1	4	4	-16	2.6	x	12	0	-4

(more compounds)
canonical_smiles	GSIS activator	ERAP1 HTS inh	RAD52 anneal inh	F508del corr	Xi reactivation	esBAF inh	RAD54 branch	ARNT-TACC3 inh
O=C(c1cnccn1)N1CC[C@@H]2[C@H]1c1cc(-c3cccc(F)c3)ccc1N[C@@H]2CO	-4	0	-224	3.9	0.0	6	1	8
COc1ccc(S(=O)(=O)N2CCN(C(=O)c3ccc(COc4ccccc4)o3)CC2)cc1	-15	-1	-3	0.0	0.2	-2	-3	x
COc1cccc(C(=O)Nc2ccc3c(c2)OC[C@H](C)N(C)C[C@H](C)[C@H](OC)CN(C)C3=O)c1	2	x	x	0.1	-0.3	3	x	x
COc1ccccc1-n1c(SCC(=O)O)nc2c(sc(=S)n2-c2ccc(C)c(C)c2)c1=O	x	-4	-10	1.2	0.2	-8	-2	1
Cc1ccc(-n2ncc3c2CC(C)(C)CC3NC(=O)C2CCOCC2)cc1 (centres undefined)	2	0	0	-0.3	0.2	1	-10	-6
COc1ccc(CN2C(=O)CS/C2=N/N=C/c2ccccc2)cc1	x	3	-19	-0.3	0.0	x	-4	x
CC(C)NC(=O)Nc1ccc2c(c1)C(=O)N([C@@H](C)CO)C[C@H](C)[C@H](CN(C)S(C)(=O)=O)O2	14	0	1	2.1	-0.9	-1	0	1
CCOc1ccc(NC(=O)n2ncc3c(C)cccc32)cc1	2	5	-14	0.5	0.0	u	8	2

Bioassay records from PubChem BioAssay.
